RBX1-CUL1 inh: blocks human RBX1-Cullin-1 di-ubiquitin formation; P62877+Q13616; in vitro K48 di-Ub FRET, acceptor:donor ratio, 45 min; inhibition, % at 10 µM; 140,000 compounds, 0.6% hits; in the data active = inhibition above about 25%
Target sequence (P62877 whole entry, looked up): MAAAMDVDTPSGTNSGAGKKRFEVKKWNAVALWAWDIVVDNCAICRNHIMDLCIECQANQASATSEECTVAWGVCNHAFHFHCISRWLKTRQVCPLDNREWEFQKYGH
Target sequence (Q13616 whole entry, looked up): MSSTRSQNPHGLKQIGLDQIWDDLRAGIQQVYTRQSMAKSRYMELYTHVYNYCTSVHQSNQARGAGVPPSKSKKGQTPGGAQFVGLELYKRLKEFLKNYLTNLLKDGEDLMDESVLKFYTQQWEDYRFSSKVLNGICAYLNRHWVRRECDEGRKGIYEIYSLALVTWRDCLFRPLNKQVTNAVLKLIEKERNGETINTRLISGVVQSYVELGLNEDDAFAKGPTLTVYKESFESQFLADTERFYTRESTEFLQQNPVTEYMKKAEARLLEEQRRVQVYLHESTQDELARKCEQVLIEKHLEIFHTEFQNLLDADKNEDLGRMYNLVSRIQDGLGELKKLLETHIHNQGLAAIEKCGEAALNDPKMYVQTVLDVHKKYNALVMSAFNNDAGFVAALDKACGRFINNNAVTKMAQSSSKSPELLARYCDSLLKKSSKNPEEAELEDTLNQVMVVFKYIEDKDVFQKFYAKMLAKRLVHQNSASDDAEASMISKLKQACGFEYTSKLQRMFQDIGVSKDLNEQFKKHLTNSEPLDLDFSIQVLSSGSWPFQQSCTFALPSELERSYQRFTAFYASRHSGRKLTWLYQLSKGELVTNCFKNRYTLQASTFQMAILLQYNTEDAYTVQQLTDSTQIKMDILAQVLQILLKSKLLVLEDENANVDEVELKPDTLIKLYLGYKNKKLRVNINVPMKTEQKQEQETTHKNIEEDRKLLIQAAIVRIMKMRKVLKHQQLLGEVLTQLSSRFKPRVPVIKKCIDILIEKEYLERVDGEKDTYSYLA
An asterisk follows results filed as active.

SMILES	RBX1-CUL1 inh
CCOc1ccc(Br)cc1C1c2c(n[nH]c2C)OC(=N)C1C#N (stereo unspecified)	7.3
CCCOc1ccc(C2c3c(n[nH]c3C(C)(C)C)OC(=N)C2C#N)cc1OCC (stereo unspecified)	6.0
Cn1c(=O)[nH]c(=O)c2c1nc1n(CCO)c(-c3ccccc3)cn21	0.9
COc1cccc(/C=N\Nc2ccc([N+](=O)[O-])cc2[N+](=O)[O-])c1OCc1ccccc1	-9.2
O=C(c1cn2ccccc2n1)N1CCOC(CC2CCCCC2)C1 (stereo unspecified)	7.4
CCN(CC)c1ccc(NC(=O)Cn2ncc3c(C)n(Cc4ccccc4F)c(C)c3c2=O)c(C)c1	-5.0
COc1ccc(CN2CCNC(=O)C2CC(=O)N2CCCN(C(C)=O)CC2)c(OC)c1 (stereo unspecified)	-2.0
COC(=O)c1cc(N=CC2C(=O)CC(C)(C)CC2=O)cc(C(=O)OC)c1	-2.6
CCCCCN(CCCCC)CC(=O)Nc1c2c(nc3ccccc13)CCC2	3.1
CCc1ccc2c(c1)NC(c1ccc(OC)cc1)=NC(c1ccncc1)=N2	-4.0
S=c1[nH]nc(-c2ccc(Cl)c(Cl)c2)o1	4.7
O=C(Nc1nnc(C23CC4CC(CC(C4)C2)C3)s1)c1cccs1	-1.8
Cc1ccc(N2CCN(C(=O)c3cnc(N4CCCCC4)c4ccccc34)CC2)c(C)c1	6.5
Cc1nn2c(-c3ccc(Cl)cc3Cl)nnc2s1	-8.9
COc1ccc(/C=C2\CN(Cc3ccccc3)C/C(=C\c3ccc(OC)cc3OC)C2=O)c(OC)c1	-2.8
CN(CC(O)c1ccccc1)c1nncc(-c2cccc(F)c2)n1 (stereo unspecified)	-1.6
COC(=O)c1c(-c2cccs2)csc1NC(=O)c1ccc(C)cc1	1.1
COc1ccc(F)c(CN2CCCC(CO)(Cc3ccc(F)cc3)C2)c1 (stereo unspecified)	6.2
CC1(C)CC(NC(=O)c2ccc(Cl)c([N+](=O)[O-])c2)CC(C)(C)N1C(=O)c1ccc(Cl)c([N+](=O)[O-])c1	0.9
Cn1c(CN2CCN(Cc3ccccc3)CC2)nc2ccccc21	-8.0
O=C1C2CSCN2C(=S)N1c1cccc(C(F)(F)F)c1 (stereo unspecified)	3.2
O=C(CSc1nc2sc3c(c2c(=O)n1-c1ccccc1)CCCC3)N1CCN(c2nc3ccccc3s2)CC1	4.2
C/C(=N/OC(=O)c1cccs1)c1cccs1	-2.9
Cc1ccc(C(=O)/C(C#N)=N\Nc2ccc([N+](=O)[O-])cc2)cc1	6.8
CCc1ccccc1NC(=O)CN1C(=O)CCn2nc(-c3cccn3C)cc21	-2.2
OC(CN1C2=NCCN2c2ccccc21)c1ccc(Br)cc1 (stereo unspecified)	-1.2
Cc1cc(C)c(-c2ccon2)c(C)c1	-5.2
Cc1cccc(N2C(=O)/C(=C/c3cc(C)n(-c4sc5c(c4C(=O)Nc4ccccc4)CCCC5)c3C)C(=O)NC2=S)c1	4.4
N#C/C(=N/Nc1nc[nH]c1C(N)=O)C(=O)NCc1ccccc1	0.7
CC(C)(C)c1ccc(-c2nc3cc(NC(=O)c4cccc5c(Br)cccc45)ccc3o2)cc1	0.1
CCCCOc1cccc(-c2cc(C(=O)N/N=C/c3ccc(C)s3)c3ccccc3n2)c1	-5.3
COc1cc(C2c3c(oc4ccccc4c3=O)C(=O)N2c2nccs2)cc(OC)c1OC (stereo unspecified)	-4.7
COC(c1ccccc1)c1nnc(CCC(=O)N2CCN(C3CCCC3)C(=O)C2)o1 (stereo unspecified)	13.2
CCC(NC(=O)c1cccnc1)c1ccc(C(C)C)cc1 (stereo unspecified)	-7.7
Cc1ccccc1OCC(=O)Nc1ccc(S(=O)(=O)Nc2cccc3ccccc23)cc1	9.4
CC1CCc2c(sc(NC(=O)c3ccccc3Br)c2C(=O)Nc2cccc3ccccc23)C1 (stereo unspecified)	-2.1
COc1cc(Cl)c(S(=O)(=O)N2CCN(CCO)CC2)cc1Cl	6.7
Cc1cc(C(=O)Nc2cccc(C)c2C)c2c(C)nn(-c3cccc(F)c3)c2n1	0.5
COc1cc(OC)c(OC)cc1/C=N\Nc1nc(Nc2cccc3ccccc23)nc(N2CCOCC2)n1	3.8
CCCC(=O)Nc1ccc(C(=O)NNC(=O)CCC(=O)O)cc1	-0.2

A draw from above in order of length of the SMILES, rising:
SMILES	RBX1-CUL1 inh
COc1cc(Cl)c(S(=O)(=O)N2CCN(CCO)CC2)cc1Cl	6.7
CCOc1ccc(Br)cc1C1c2c(n[nH]c2C)OC(=N)C1C#N (stereo unspecified)	7.3
CC1(C)CC(NC(=O)c2ccc(Cl)c([N+](=O)[O-])c2)CC(C)(C)N1C(=O)c1ccc(Cl)c([N+](=O)[O-])c1	0.9

The results go on:
SMILES	RBX1-CUL1 inh
Cc1ccc(Cl)c(N=C2CC(=O)CC(C)(C)C2)c1	4.2
Cc1nc(CNCC2(O)CCCN(CC3CCCCC3)C2=O)cs1 (stereo unspecified)	5.9
c1ccc(-n2nnc(-c3cccnc3)n2)cc1	0.2
O=C1NC(=S)N(c2ccc(Cl)cc2)C(=O)/C1=C/c1cccn1-c1cccc(C(=O)O)c1	25.4*
Cc1ccc(Sc2ccc(N3CCC(C(=O)Nc4ccc(C)c(F)c4)CC3)nn2)cc1	-6.4
CCOC(=O)C#Cc1ccc([N+](=O)[O-])cc1	-8.6
Cc1sc2ncn(CC(=O)Nc3cccc(C(F)(F)F)c3)c(=O)c2c1S(=O)(=O)N1CCC(C)CC1	-6.1
Cc1ccc(CN(Cc2ccco2)C(=O)COc2c(C)cc(C)cc2C)cc1	-5.9
CCC1CN(C(=O)N2CCC(C(=O)NCc3ccc(OC)cc3OC)CC2)c2cc(C)ccc2O1 (stereo unspecified)	1.9
CCC(OC(=O)c1ccc(-c2nnc(-c3ccccc3)o2)cc1)C(=O)c1ccccc1 (stereo unspecified)	2.8
COC(=O)COc1ccc(/C=C2\SC(=O)N(c3ccc(Cl)cc3)C2=O)cc1OC	11.9
O=C(CSc1ccncc1)N1CCOC(Cc2ccc(F)cc2)C1 (stereo unspecified)	0.5
CCCCS(=O)(=O)N1CCCC(C(N)=O)C1 (stereo unspecified)	13.1
Cc1ccc(N/N=C/c2c(C)[nH]c3ccccc23)cc1	2.9
O=[N+]([O-])c1ccc(C=NCCCN2CCOCC2)cc1	-2.4
Cc1cc(/C=N/NC(=O)COc2cccc3cccnc23)c(C)n1-c1ccc(Cl)cc1	3.5
Cc1ccccc1NC(=O)/C(C#N)=C/c1ccc(Cl)cc1Cl	-3.1
Cc1ccc(C)c(N2CCN(C(=O)C3CCN(S(=O)(=O)c4ccc5[nH]c(=O)oc5c4)CC3)CC2)c1	5.0
COc1ccc(CNCc2ccc3c(c2)n(C)c(=O)n3C)cc1	-7.1
ClC(CCN1CCN(Cc2ccccc2)CC1)c1ccccc1 (stereo unspecified)	2.5
COc1cccc(NC(=O)c2sc3nc(N4CCOCC4)c4c(c3c2N)CC(C)(C)OC4)c1	6.6
CC(=O)c1ccc(NC(=O)c2cc(NC(=O)c3ccc(C(C)=O)cc3)cc(C(=O)Nc3ccc([N+](=O)[O-])cc3)c2)cc1	2.8
OC(COc1cccc(CN2CCSCC2)c1)CN1CCc2ccccc2C1 (stereo unspecified)	3.8
CC(=O)N1N=C(c2ccc(C)o2)CC1c1ccc(F)cc1 (stereo unspecified)	2.0
O=C(CCC(=O)N1Cc2ccccc2Oc2ncccc21)Nc1ccc(Cl)cc1	0.2
CCCN(CCC)C(=S)Oc1ccc(C(=O)Nc2ccc(C)cc2)cc1	-9.3
COc1cc(OC)cc(C(=O)Nc2ccc3oc(-c4ccc(OC)c(Cl)c4)nc3c2)c1	5.7
CCOC(=O)c1cccc(NC(=O)c2sc3nc4ccc(OC)cc4cc3c2N)c1	2.0
COc1cccc(-n2cc(C(=O)Nc3cccc(C(F)(F)F)c3)c3ccccc3c2=O)c1	-9.9
CCOc1ccccc1NC(=O)C1C(C)=Nc2ncnn2C1c1sccc1C (stereo unspecified)	2.9
c1ccc2c(c1)CC(NNC1=Nc3ccccc3Sc3ccccc3C1)=Nc1ccccc1S2	-5.1
CCc1ccc(NC(=O)CC2C(=O)N(c3cccc(C)c3)C(=O)N2Cc2ccco2)cc1 (stereo unspecified)	7.3
CCc1ccccc1N(C)C(=O)c1nn(-c2ccc(OC)cc2)c(=O)c2c1c1ccccc1n2C	-8.1
O=C(OCc1ccccn1)c1ccc(COc2ccc(Cl)cc2Cl)cc1	0.7
CCN(CC)C(=O)c1sc2ncnc(NCCCOC)c2c1C	-6.3
CCS(=O)(=O)N1CCC(C(=O)Nc2ccc(C)c(Cl)c2)CC1	9.3
O=c1[nH]cnc2nc3c(nc12)CCCCCC3	3.4
O=C1c2cccc3cccc(c23)C(=O)N1NC(=O)C12CC3CC(CC(C3)C1)C2	-4.1
CC(CNC(=O)c1ccc(Cn2c(SCc3ccccc3)nc3cccnc32)cc1)c1ccccc1 (stereo unspecified)	-2.9
O=C(c1nc2ccccn2c1CN1CCC(N2CCc3ccccc3C2)CC1)N1CCCC1	-2.4
COc1ccc(NC(=O)c2snnc2C)cc1	5.3
Cc1cc(C)c(S(=O)(=O)NCCc2cc3ccc(C)cc3[nH]c2=O)c(C)c1	0.2
O=C(CCCCn1c(=O)[nH]c2ccsc2c1=O)N1CCN(c2cccc(Cl)c2)CC1	1.2
CCOc1nc(NC(=O)NS(=O)(=O)Oc2ccc(Cl)cc2)nc(-c2ccccc2)n1	-3.5
CCOC(=O)c1c(NC(=O)CC)csc1C	-4.5
CCOc1ccc(CCNC(=O)C2Cc3ccccc3N2C(=O)CC)cc1OCC (stereo unspecified)	-9.7
CCC(Oc1ccc(C)c(C)c1)C(=O)N1CCN(c2ccccn2)CC1 (stereo unspecified)	5.5
COc1coc(C(O)C[N+](=O)[O-])cc1=O (stereo unspecified)	7.0
O=C(c1ccc2c(c1)CCN2S(=O)(=O)c1ccccc1)N1CCN(c2ccccc2F)CC1	2.9
Cc1ccc(CN2CCSc3ccc(C(=O)Nc4cc(C)cc(C)c4)cc32)cc1	-0.9
More entries follow.
SMILES	RBX1-CUL1 inh
COc1cccc(CN2CCCC3(CCN(Cc4ccccn4)C3)C2=O)c1OC (stereo unspecified)	2.7
CC(C)(C)C1=CC(=O)c2c(ccc(C(C)(C)C)c2O)C1=O	13.9
CCC(=O)Nc1nnc(S(=O)(=O)N(C)Cc2ccccc2)s1	-1.0
CC(C)C1=NOC(C(=O)N2CCc3[nH]nc(-c4ccc(F)c(F)c4)c3C2)C1 (stereo unspecified)	-0.5
COCC1CCCN(C(=O)c2ccc(NC3CCCCC3)nc2)C1 (stereo unspecified)	-9.1
CCOC(=O)C1C(c2ccccc2)NC(=S)NC1(O)C(F)(F)F (stereo unspecified)	-5.0
COc1ccc(C(=O)CC=Nc2ccc(Oc3ccccc3Cl)cc2)cc1OC	11.3
O=C(O)C1CC(=O)N(CCN2CC(C(=O)O)CC2=O)C1 (stereo unspecified)	-0.8
CC(C)(C)C(=O)Nc1cccc(C(=O)OCc2cc(=O)n3nc(C4CCCCC4)sc3n2)c1	5.8
COc1ccccc1/C=C/C(=O)C1C=C(Br)C=CC(=O)C1=O (stereo unspecified)	8.1

Entries listed so far printed as active in RBX1-CUL1 inh:
SMILES	RBX1-CUL1 inh
O=C1NC(=S)N(c2ccc(Cl)cc2)C(=O)/C1=C/c1cccn1-c1cccc(C(=O)O)c1	25.4*

In the list so far, these have bromine:
SMILES	RBX1-CUL1 inh
CCOc1ccc(Br)cc1C1c2c(n[nH]c2C)OC(=N)C1C#N (stereo unspecified)	7.3
OC(CN1C2=NCCN2c2ccccc21)c1ccc(Br)cc1 (stereo unspecified)	-1.2
CC(C)(C)c1ccc(-c2nc3cc(NC(=O)c4cccc5c(Br)cccc45)ccc3o2)cc1	0.1
CC1CCc2c(sc(NC(=O)c3ccccc3Br)c2C(=O)Nc2cccc3ccccc23)C1 (stereo unspecified)	-2.1
COc1ccccc1/C=C/C(=O)C1C=C(Br)C=CC(=O)C1=O (stereo unspecified)	8.1

Next section
SMILES	RBX1-CUL1 inh
O=C1C(=NC2CC2)C(Br)C=NN1c1ccccc1 (stereo unspecified)	5.7
Cc1cc(C)n(-c2cc(Oc3ccccc3F)nc(C)n2)n1	-1.4
COc1ccc(-c2ccnc3c2c(=O)n(C)c(=O)n3C)cc1OC	8.9
Cc1cc(C(F)(F)F)nc(Nc2nc3ccccc3o2)n1	-6.0
Cc1ccn2cc(-c3ccc(Br)s3)nc2c1	8.0
Cc1c(CC2=NC(=S)NC2=O)c(=O)n(-c2ccccc2)n1C	9.6
COc1ccc(/C=N/NC(=O)CNC(=O)c2ccc(OC)c(OC)c2)cc1Br	-0.4
CCCC(=O)Nc1cccc(C(=O)NC2CCCCC2)c1	6.2
CCc1ccccc1NC(=O)c1ccc2c(c1)N(Cc1cccc(Cl)c1)C(=O)c1ccccc1S2(=O)=O	0.2
C=CCOC(=O)CCN1C(=O)/C(=C/c2ccc(OC)cc2)SC1=S	4.3

Some of the entries above, set out differently.
> CCOc1ccccc1NC(=O)C1C(C)=Nc2ncnn2C1c1sccc1C (stereo unspecified)
  RBX1-CUL1 inh: 2.9

> c1ccc2c(c1)CC(NNC1=Nc3ccccc3Sc3ccccc3C1)=Nc1ccccc1S2
  RBX1-CUL1 inh: -5.1

> CCc1ccc(NC(=O)CC2C(=O)N(c3cccc(C)c3)C(=O)N2Cc2ccco2)cc1 (stereo unspecified)
  RBX1-CUL1 inh: 7.3

Additional entries.
SMILES	RBX1-CUL1 inh
CC1(C)CC(=O)C2=C(C1)SC(c1ccccc1)=CC2c1ccccc1 (stereo unspecified)	0.4
O=C(Cn1nc(C(F)(F)F)cc1C1CC1)Nc1nccs1	-5.3
COc1ccc(-c2cc3cc(OC)c(OC)cc3c(-c3ccccc3)n2)cc1OC	-0.7
COc1ccc(C2SC2(c2ccc(OC)cc2)c2ccc(OC)cc2)cc1 (stereo unspecified)	-1.1
COc1cccc(NC(=O)Cc2cccs2)c1	-6.0
O=C(N/N=C/c1cccc([N+](=O)[O-])c1)c1ccc(COc2cccc3ccccc23)cc1	1.2
Cc1nn(C(=O)c2ccc(Cl)cc2)c(C)c1S(=O)(=O)N1CCCCCC1	-6.4
O=C(NCC1CCCN(S(=O)(=O)/C=C/c2ccccc2)C1)c1ccco1 (stereo unspecified)	0.9
CCc1cc(C(=O)N2CCN(c3cccc(Cl)c3)CC2)cs1	6.5
O=C(c1cn(Cc2ccccc2Cl)nn1)N1CCCC(O)C1 (stereo unspecified)	7.7
O=C(CC(C(=O)O)N1CCOCC1)c1ccccc1 (stereo unspecified)	10.0
Cc1nnc(NC(=O)C(C)Oc2ccccc2C)s1 (stereo unspecified)	-5.2

Compound activity as filed in PubChem.

Not all compounds are listed (hit frequency here may not be typical).
